RGS8-Gao reg = RGS8-Galphao binding modulators, primary screen, biochemical, multiplexed bead flow cytometry | AID 1423, 2008 | response (percent of control binding), % at 10 µM | actives lie on both sides | 0.34% of 220,000 active; in the data active means response below about 60% or above about 140%; inactive means in between;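 further: Galphao activated as the GDP aluminium fluoride complex binding bead-coupled RGS8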
Target sequence (P09471 whole entry, looked up): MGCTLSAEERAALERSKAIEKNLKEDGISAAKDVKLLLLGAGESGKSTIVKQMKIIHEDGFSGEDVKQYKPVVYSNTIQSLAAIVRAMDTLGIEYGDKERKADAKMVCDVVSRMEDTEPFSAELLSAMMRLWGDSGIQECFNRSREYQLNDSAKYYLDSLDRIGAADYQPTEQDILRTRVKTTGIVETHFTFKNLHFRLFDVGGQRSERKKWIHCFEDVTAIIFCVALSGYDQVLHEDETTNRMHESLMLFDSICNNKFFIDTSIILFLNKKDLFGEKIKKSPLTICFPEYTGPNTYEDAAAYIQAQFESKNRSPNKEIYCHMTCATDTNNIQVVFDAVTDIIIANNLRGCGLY
HRas wt GTP = modulators of GTP binding to HRas wildtype, primary screen, biochemical, bead-based flow cytometry, multiplex; GTPase HRas (Homo sapiens), P01112; GTP binding activity, % at 10 µM; GST-Ras wt beads, Bodipy-FL-GTP binding; actives lie on both sides; 0.14% of 190,000 active;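 active means GTP binding activity at least 20% away from the 100% baseline, either lowered as inhibitor or raised as activator; inconclusive means flagged as likely green fluorescent, judged across all proteins in the well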;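 further: 0% = unlabeled GTP competition control and 100% = no-compound control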
Target sequence (P01112 whole entry, looked up): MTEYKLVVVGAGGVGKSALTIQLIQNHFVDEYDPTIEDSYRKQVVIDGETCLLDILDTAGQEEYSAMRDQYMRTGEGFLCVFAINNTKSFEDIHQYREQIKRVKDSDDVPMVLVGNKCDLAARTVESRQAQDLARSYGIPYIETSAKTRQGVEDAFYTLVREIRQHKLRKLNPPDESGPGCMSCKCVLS
Cdc42 wt GTP = modulators of GTP binding to wildtype Cdc42, primary screen, biochemical, multiplex bead flow cytometry, Bodipy-GTP; Cell division control protein 42 homolog (Homo sapiens), P60953; GST-Cdc42 beads; actives lie on both sides; percent activity (GTP binding), % at 10 µM; 0.2% of 190,000 active;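 active means percent activity GTP binding at least 20 points away from the 100% baseline, either down as inhibitor or up as activator; inconclusive means compound flagged as likely green fluorescent from well-wide comparison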;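 further: median bead fluorescence of bound Bodipy-FL-GTP at 100 nM; 0% = excess unlabeled GTP control and 100% = no compound control; below 100% means less GTP binding so inhibitor and above means activator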
Target sequence (P60953 whole entry, looked up): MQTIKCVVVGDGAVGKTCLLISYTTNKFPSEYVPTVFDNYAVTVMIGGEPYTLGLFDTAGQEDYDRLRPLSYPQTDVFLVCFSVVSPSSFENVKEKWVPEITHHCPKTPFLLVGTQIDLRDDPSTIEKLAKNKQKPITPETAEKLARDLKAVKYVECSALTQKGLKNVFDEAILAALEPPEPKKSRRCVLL
Mcl1 Bid PPI = Mcl-1/Bid binding inhibitors, primary screen, biochemical, TR-FRET, 1536-well; Induced myeloid leukemia cell differentiation protein Mcl-1 (Homo sapiens), Q07820; TR-FRET Mcl-1/Bid-Dy647 peptide binding; inhibition, % at 21.7 µM; 0.97% of 220,000 active; AID 1021, 2008;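 active means compounds that cut the binding signal by more than half at the single screening dose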;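 further: His-tagged Mcl-1 with europium anti-His antibody binding Bid BH3 peptide; 0% = Mcl-1 plus peptide wells and 100% = peptide-only wells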
Target sequence (Q07820 whole entry, looked up): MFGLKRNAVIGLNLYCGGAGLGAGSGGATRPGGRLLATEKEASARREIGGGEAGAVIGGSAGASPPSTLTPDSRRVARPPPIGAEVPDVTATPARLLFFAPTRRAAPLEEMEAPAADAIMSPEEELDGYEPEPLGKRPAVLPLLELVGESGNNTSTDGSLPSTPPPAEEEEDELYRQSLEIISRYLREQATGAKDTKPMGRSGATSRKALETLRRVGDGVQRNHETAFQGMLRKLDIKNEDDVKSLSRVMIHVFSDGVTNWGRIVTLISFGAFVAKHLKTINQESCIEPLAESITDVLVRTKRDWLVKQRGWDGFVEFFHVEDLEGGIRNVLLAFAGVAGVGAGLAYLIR
Rab7 wt GTP bind = modulators of GTP binding to Rab7, primary screen, biochemical, wildtype, multiplex bead flow cytometry | Rab7 GTPase wild type (dog), Bodipy-FL-GTP binding | GTP binding activity (percent of control), % at 10 µM | AID 758, 2007 | 0.055% of 190,000 active | GST-Rab7 beads, fluorescent GTP binding; actives lie on both sides; untreated = 100%, excess cold GTP = 0%;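 active means fluorescent GTP binding to Rab7 beads changed by at least 20 points from the 100% baseline, either direction, mostly lower; inconclusive means compound itself probably fluorescent, or too few beads counted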;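 further: median green fluorescence of bound Bodipy-FL-GTP per Rab7 bead population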
Mcl-1 Bim block = inhibitors of Bim peptide binding to Mcl-1, primary screen, biochemical, bead-based flow cytometry, multiplex | Bim peptide-Mcl-1 binding | Induced myeloid leukemia cell differentiation protein Mcl-1 (Homo sapiens), Q07820 | 0.1% of 190,000 active | inhibition, % at 10 µM | AID 1009, 2008; in the data active means inhibition above about 40%;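 further: 0% = no compound tracer wells and 100% = peptide blocker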
Mcl1-Noxa inh = Mcl-1/Noxa binding inhibitors, primary screen, biochemical, TR-FRET, 1536-well. inhibition, % at 21.7 µM. TR-FRET Mcl-1/Noxa peptide binding, 2 h. AID 1022, 2008. 1.5% of 220,000 active;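 active means compounds that cut the protein-peptide binding signal by more than 50% relative to plate controls in a single-dose test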;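 further: His-tagged Mcl-1 with rhodamine Noxa BH3 peptide and terbium anti-His antibody; 0% = Mcl-1 plus Noxa peptide wells and 100% = peptide-only wells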
Rab2A wt mod = modulators of GTP binding to Rab2A wildtype, primary screen, biochemical, dog, bead-based flow cytometry, multiplex. 0.19% of 190,000 active. Ras-related protein Rab-2A (Canis lupus familiaris), P61105. AID 760, 2007. GST-Rab2 wt beads, Bodipy-GTP binding. GTP binding activity, % at 10 µM;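 active means GTP binding activity at least 20 points away from 100%, either lowered or raised; inconclusive means signal likely due to the compound's own green fluorescence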;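 further: 0% = beads with excess unlabeled GTP and 100% = no-compound control corrected for plate trend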
Rac1 mut GTP = GTP binding modulators of activated mutant Rac1, primary screen, biochemical, bead-based flow cytometry, multiplex, fluorescent GTP; Ras-related C3 botulinum toxin substrate 1 (Homo sapiens), P63000; GST-Rac1 activated beads; actives lie on both sides; 100% means binding = to untreated wells; percent activity (GTP binding), % at 10 µM; 0.11% of 190,000 active;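 active means GTP binding at least 20 percentage points away from the 100% baseline, in either direction, so actives lie on both sides; inconclusive means Compound likely fluorescent itself, or too few beads counted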
Pf gamet viab = late stage P. falciparum gametocyte viability inhibitors, primary screen, ATP luminescence, HTS; P. falciparum stage V gametocytes, 24 h; inhibition, % at 10.9 µM; 0.065% of 150,000 active; AID 743093, 2013;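 active means inhibition above the mean plus 3 SD of compounds within the control limits, set per campaign, cut at about 38% in these data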;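 further: 0% = DMSO wells and 100% = medium only without gametocytes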
Rac1 wt GTP bind = wildtype Rac1 GTP binding modulators, primary screen, biochemical, GST-Rac1 beads, flow cytometry, multiplex | Ras-related C3 botulinum toxin substrate 1 (Homo sapiens), P63000 | fluorescent GTP binding; actives lie on both sides; 0 = cold GTP competed, 100 = untreated | GTP binding activity (% of control), % at 10 µM | 0.27% of 190,000 active | AID 757, 2007;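 active means GTP binding activity at least 20 points away from the 100% control level, either lower or higher; inconclusive means compound flagged as likely green fluorescent, judged across all proteins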
Starred values were filed as active, the others as inactive; ? = inconclusive; / = not tested or not shown.

SMILES	RGS8-Gao reg	HRas wt GTP	Cdc42 wt GTP	Mcl1 Bid PPI	Rab7 wt GTP bind	Mcl-1 Bim block	Mcl1-Noxa inh	Rab2A wt mod	Rac1 mut GTP	Pf gamet viab	Rac1 wt GTP bind
CCOc1ccc(NC(=S)N2CCCCCC2)cc1	98	92	93	-28	99	-3	4	96	93	-20	95
Cc1noc(C)c1S(=O)(=O)NC1CCN(Cc2ccccc2)CC1	121	104	105	-13	106	0	-13	102	99	/	105
O=C(CSc1ncnc2ccccc12)NCCCO	100	?	?	-8	?	0	1	?	?	6	?
O=C(CN1CCN(C(c2ccccc2)c2ccccc2)CC1)N1CCOCC1	131	104	105	27	102	-6	29	103	102	-30	109
O=C(Nc1nnc(CCN2CCCCC2)s1)c1ccccc1Cl	100	101	106	-19	107	-1	-26	103	100	-22	108
CN1CCN(c2nc(Nc3ccc(O)cc3)nc3ccccc23)CC1	101	97	95	3	103	2	46	98	95	-18	95
Cc1ccc(NC(=O)COC(=O)[C@H](C)N2C(=O)C3CC=CCC3C2=O)cc1S(=O)(=O)N(C)C (stereo partly specified)	92	93	92	2	91	0	26	94	93	1	94
CCOC(=O)C1=C(N)c2ccccc2CC1C(C)C (stereo unspecified)	90	101	100	-21	100	-4	7	99	99	/	102
CC(CCc1ccccc1)NC(=O)c1cccc([N+](=O)[O-])c1 (stereo unspecified)	106	100	99	-13	99	-6	-3	100	100	/	101
Cc1ccc(OCCSc2ncnc3sc(C)c(C)c23)cc1C	87	?	?	-17	?	-4	6	?	?	26	?
COc1ccc(C(=O)CSc2ccc(-c3ccc(C)cc3)nn2)cc1	98	98	98	21	93	8	-47	97	100	-28	98
O=C(NCCCl)Nc1cc([N+](=O)[O-])ccc1Cl	99	98	99	-14	104	-1	1	100	96	-7	101
CNC(=O)c1nnn(Cc2ccccc2)c1NC(C)=O	96	100	99	-8	98	-2	12	100	100	11	102
O=S(=O)(Nc1ccc2c3c(cccc13)CC2)c1ccc(F)cc1	100	98	100	-13	96	-4	9	99	102	-36	103
Cc1ccc2[nH]c(=O)c(COC(=O)c3cccs3)cc2c1	103	97	101	3	99	-22	-34	98	102	/	105
CN1CC=C2C(C#N)=C(N)C(C#N)(C#N)C(Cc3ccccc3)C2C1 (stereo unspecified)	103	103	105	-12	101	0	-10	98	98	/	104
O=C(CSc1ccc(Cl)cc1)Nc1nnc(-c2cccc([N+](=O)[O-])c2)s1	105	100	100	-1	104	-6	6	98	94	/	106
COc1ccccc1CNC(=O)COc1ccc(C)nc1[N+](=O)[O-]	98	104	98	0	110	-5	8	101	100	16	103
CCOc1ccccc1NC(=O)NS(=O)(=O)c1ccc(C)cc1	96	96	94	-19	94	-1	8	95	96	-3	99
Cc1ccc(C(=O)CSc2nnc(COc3ccccc3)o2)cc1	99	100	94	-10	102	0	-14	96	92	0	95
CCOC(=O)c1[nH]c2ccc(OC)cc2c1NC(=O)CN1CCSCC1	103	93	96	-5	94	0	-3	93	94	-7	95
COc1ccc2c(c1)OCC1=C2CCC2(C)C(=O)CC=C12 (stereo unspecified)	91	92	92	-19	91	-3	1	92	91	/	92
CC(NC(=O)c1cccc2ccccc12)c1ccc2c(c1)CCCC2 (stereo unspecified)	90	95	97	2	94	10	-2	96	97	20	102
CSc1ccc(/C=C(/NC(=O)c2ccc(C)cc2)C(=O)Nc2cccc(C)c2)cc1	90	101	103	-20	98	-3	18	98	100	6	105
CCOC(=O)C1(CC2CCCCO2)CCN(S(=O)(=O)c2c(C)nn(C)c2C)CC1 (stereo unspecified)	100	98	99	-23	99	2	-18	98	97	0	99
Next section.
SMILES	RGS8-Gao reg	HRas wt GTP	Cdc42 wt GTP	Mcl1 Bid PPI	Rab7 wt GTP bind	Mcl-1 Bim block	Mcl1-Noxa inh	Rab2A wt mod	Rac1 mut GTP	Pf gamet viab	Rac1 wt GTP bind
CCOC(=O)C1(CC2CCCCO2)CCN(Cc2nccn2-c2cccc(C)c2)CC1 (stereo unspecified)	103	90	90	-16	92	0	11	91	89	/	90
CC(C)n1c2ccccc2c2nnc(SCC(=O)Nc3ccccc3C(=O)O)nc21	101	95	94	-6	97	-1	28	92	92	1	94
Cc1[nH]c(=O)[nH]c(=O)c1S(=O)(=O)N1CCC(C(=O)NC(C)c2ccccc2)CC1 (stereo unspecified)	105	100	98	3	101	-13	9	100	99	11	106
CNc1nc(OC)nc(N(C#N)CN2C(=O)c3ccccc3S2(=O)=O)n1	100	100	99	-26	105	3	15	100	98	/	100
COc1ccc(C(=O)O/N=C2\CCS(=O)(=O)c3sccc32)cc1	101	97	100	-1	96	-8	23	96	97	26	101
O=C(Cc1ccccc1F)c1ccc(O)cc1O	99	98	100	-25	100	-1	4	99	98	6	101
CC(C)(C)C(=O)Nc1nnc(Cc2ccccc2)s1	85	101	101	10	104	0	-2	102	98	/	106
O=C(O)CC/C(=N\NC(=O)c1ccccc1)c1cccs1	100	91	94	-9	87	1	4	94	93	-2	95
COc1ccc(N2CCN(C(=O)CSc3nnc(CNc4ccccc4)o3)CC2)cc1	116	101	105	-17	99	-7	7	101	98	15	105
NS(=O)(=O)c1ccc(N/N=C/c2ccccc2C(=O)O)c([N+](=O)[O-])c1	100	93	91	-8	103	0	25	95	94	/	97
COc1ccc(-n2cnnc2SCC(=O)N2CCN(S(=O)(=O)c3ccccc3)CC2)cc1	101	102	105	-28	97	-2	19	102	99	-3	101
CCSc1nc(N)c(C#N)c(-c2ccco2)c1C#N	102	96	96	1	98	-2	19	96	97	/	96
Fc1ccccc1/C=N/Nc1ncnc2nc[nH]c12	102	96	97	5	98	9	20	97	96	/	97
CCNC(=O)NC(=O)C(C)OC(=O)c1cccn1C (stereo unspecified)	102	97	98	-23	104	0	-10	99	97	/	96
COc1ccc(N2CCN(C(=O)CSc3ccc([N+](=O)[O-])cc3)CC2)cc1	96	94	90	-31	96	0	8	94	92	11	93
COCCN(C)C(=O)CCc1nnc(Cc2ccc(-c3ccccc3)cc2)o1	100	97	98	2	94	-2	-7	97	94	0	98
CCC(=O)N(Cc1ccc2c(c1)OCO2)Cc1cc2cc(OC)ccc2[nH]c1=O	112	100	102	-6	102	2	10	101	96	/	105
O=C(c1ccc(S(=O)(=O)N2CCCCC2)cc1)N1CCN(Cc2ccc3c(c2)OCO3)CC1	96	102	102	-26	100	-1	-5	101	99	/	101
CCOC(=O)c1c(-c2ccc(OC)cc2)csc1/N=C/N(C)C	99	101	102	-11	101	-2	18	102	100	-2	103
CC(C)N(C(=O)Cn1c(SCC(=O)NCc2ccc3c(c2)OCO3)nc2ccccc21)C(C)C	104	101	98	6	102	-38	9	97	99	-13	104
COc1ccc(C2C(C(=O)O)CC(=O)N2c2ccc(OC)cc2)cc1 (stereo unspecified)	104	97	101	0	98	-4	17	100	98	/	100
COc1cccc(C(=O)Oc2c(Br)cc(Br)cc2/C=N/NC(=O)c2cc(C)[nH]n2)c1	95	98	95	10	102	0	7	98	96	-2	96
Cc1ccnc(NC(=S)NC(=O)c2cncc(Br)c2)c1	108	100	99	-42	100	-1	-6	101	99	1	101
CCOC(=O)c1cnc2c(-c3ccc(Cl)cc3)c(C)nn2c1N	103	100	100	9	102	4	-5	97	97	/	106
Cc1cc(OCC(F)(F)C(F)(F)C(F)(F)C(F)F)nc(N)n1	98	97	97	-1	97	1	-12	98	96	12	97
Following part
SMILES	RGS8-Gao reg	HRas wt GTP	Cdc42 wt GTP	Mcl1 Bid PPI	Rab7 wt GTP bind	Mcl-1 Bim block	Mcl1-Noxa inh	Rab2A wt mod	Rac1 mut GTP	Pf gamet viab	Rac1 wt GTP bind
CCC(C)NC(=O)C1CCN(S(=O)(=O)c2ccc(Br)s2)CC1 (stereo unspecified)	102	99	104	-8	98	-1	7	99	98	5	104
Oc1ccccc1C1=Nc2ccccc2N=C(c2cccs2)C1	100	102	102	0	100	0	11	103	99	/	106
CCOc1nc(Nc2ccc(OC)cc2)nc(N2CCOCC2)n1	104	99	97	-25	108	0	2	100	96	11	99
FC(F)(F)c1cccc(-n2cccc2/C=N/n2cnnc2)c1	100	105	106	-21	101	-2	-8	107	101	-5	103
COC(=O)C(Nc1ccccc1Cl)(c1cc(C)c(O)c(C)c1)C(F)(F)F (stereo unspecified)	94	100	102	2	101	1	10	98	97	/	101
Cc1ncc(CN2CCN(C(C)C)C(CCO)C2)s1 (stereo unspecified)	103	99	98	-8	102	-4	12	99	97	10	102
COCCN1Cc2cccc(C(=O)Nc3cc(OC)ccc3OC)c2C1=O	100	95	98	-16	93	0	-3	95	93	/	93
C/C(CCc1ccccc1)=N\NC(=O)c1ccccc1	102	101	105	0	98	-3	9	100	100	-2	106
CCN1CCN(C(=O)c2cc(S(=O)(=O)Nc3ccc(S(C)(=O)=O)cc3)ccc2Cl)CC1	102	99	96	-14	103	-1	14	98	96	-9	98
CCn1cc(C=C2C(=O)c3ccccc3C2=O)c2ccccc21	96	77*	78*	-499	83	18	21	81	81	0	74*
CC(C)C(=O)OCC(=O)Nc1ccc2c(c1)CCC2	99	94	92	-4	97	-1	8	95	94	/	93
Cc1cccc(OCC(=O)Nc2cccc(O)c2)c1	103	95	94	-17	96	0	8	94	92	3	89
Cc1cc(NC(=O)CSc2nc3c([nH]c4ccccc43)c(=O)n2-c2cccc(C(F)(F)F)c2)no1	100	95	94	6	94	4	11	98	94	/	98
O=S(=O)(c1cccc2nsnc12)N1CCN(C/C=C\c2ccccc2)CC1	100	95	94	-9	99	-1	6	94	91	15	93
O=C(Cn1c(C(F)(F)F)nc2ccccc21)NCCN1CCCC1	97	103	106	-11	101	2	11	103	101	/	106
Cc1ccc(C(=O)N/C(=C\c2ccco2)C(=O)NCCCn2ccnc2)cc1C	112	100	98	-36	97	0	-3	100	97	/	99
CCOc1ncccc1C(=O)OCC(=O)Nc1ccc(C(C)C)cc1	103	101	94	-6	104	0	11	98	95	6	97
CC(C)CC(c1nnnn1C1CCCCC1)N1CCN(c2ncccn2)CC1 (stereo unspecified)	95	97	99	-21	97	3	9	98	97	/	103
